From PubChem
E-sel TNF inh = blocks E-selectin expression induced by TNF alpha; HUVEC TNFa-induced E-selectin immunofluorescence, high content; inhibition, % at 2 µM; hit rate 0.71% among 120,000;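 active = inhibition above the batch mean plus 3 SD, and confirmed as a hit on visual image review, cut at about 43% in these data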;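 also: 0% = TNF-stimulated DMSO wells and 100% = unstimulated control wells; not every result past the cut was called active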
Numbers without * were called inactive; & = joins results of further samples. Only part of the results is shown. The share of hits here may be higher or lower than overall.

SMILES	E-sel TNF inh
Cc1ccc(SCC(=O)NC(=O)NCCC(C)C)c(C)c1	-5.3
Cc1cnc(C(=O)Oc2c(C)ccc(C)c2C)cn1	-5.9
CCc1ccc(NC(=O)Cc2c(C(=O)O)n(C)c3ccccc23)cc1	4.7
COc1ccc(Cl)cc1/C=C(\C#N)C(N)=O	-6.3
Cc1ccc(NC(=O)CN(C)C(=O)c2n[nH]c(=O)c3ccccc23)cc1	-2.6
CC(C)CC(NC(N)=O)C(=O)NCCc1ccc(Cl)cc1 (centres undefined)	-18.2
CC(NC(=O)CC1Sc2ccccc2NC1=O)c1ccccc1 (centres undefined)	22.5
Cc1cc(C)cc(NC(=S)N2CCN(Cc3ccccc3)CC2)c1	-63.3
Clc1ccc(CSc2ccc(-c3cccnc3)nn2)cc1	-33.8
CCc1nnc(NC(=O)C(NC(=O)c2ccccc2Cl)C(C)C)s1 (centres undefined)	44.2
CN1OC(Cn2cc(C#N)c(=O)n(C)c2=O)CC1c1ccccc1 (centres undefined)	20.5
Cc1ccc(CN2C(=O)CCC2C(=O)N2CCN(c3ccccc3)CC2)cc1 (centres undefined)	9.8
Cc1ccc(OCC(=O)N2CCc3ccccc32)c([N+](=O)[O-])n1	-10.9
CCN(CC)C(=O)N1CCN(S(=O)(=O)c2ccccc2)CC1	5.2
Nc1ccc(NC(=O)NC2CCCCC2)cc1	-20.5
O=C(C[n+]1ccc(Cc2ccccc2)cc1)Nc1ccc([N+](=O)[O-])cc1Cl	0.8
CCOCCCNc1ccc(N2C(=O)C3CCCCC3C2=O)cc1[N+](=O)[O-] (centres undefined)	15.2
CN1CCC(=NNC(=O)CN(c2cccc(Br)c2)S(C)(=O)=O)CC1	6.1
COc1ccc(CC(=O)OCC(=O)Nc2cccc(Cl)c2)cc1	41.1
CCCCc1ccc(-n2c(Cc3cccs3)n[nH]c2=S)cc1	-37.4
COc1ccc2nc(NCCNC(=S)NCCCN3CCOCC3)c(C#N)cc2c1	10.9
Cc1onc(-c2c(F)cccc2Cl)c1C(=O)OCC(=O)NC(N)=O	-14.9
O=c1c2ccc([N+](=O)[O-])cc2ncn1CCOc1ccc(Cl)cc1	-15.6
Cc1nn(-c2ccc3ccccc3c2)c(=O)c2ccccc12	22.1
CSCCC(NC(N)=O)C(=O)Nc1cccc(C#N)c1 (centres undefined)	-42.4
O=c1[nH]c(SCc2ccccc2)nc2c1sc1ccccc12	3.3
COC(=O)CCC(=O)Nc1c(C)n(C)n(-c2ccccc2)c1=O	-8.3
Cc1ccc(-c2csc(-c3ccncc3)n2)cc1	0.4
Cc1ccc(-c2nnc(C)c(N3CCCC3)n2)cc1	-2.3
CS(=O)(=O)c1ccc2nnn(OCC(=O)Nc3ccc(Br)cc3Br)c2c1	-18.7
N#CCCN1CCN(S(=O)(=O)c2cc(Cl)ccc2Cl)CC1	-36.2
O=C1C2C3C=CC(C2C(=O)N1c1cccc(O)c1)C1C2C(=O)N(c4cccc(O)c4)C(=O)C2C31 (centres undefined)	-1.1
O=C1CCCc2c1cc(C(=O)O)c(=O)n2-c1ccccc1	-1.7
CC(SC(=S)N1CCCC1)C(=O)O (centres undefined)	5.7
CC(C)(C)NC(=O)CSc1nc(-c2ccc(F)cc2)cs1	-30.9
CC(C)(C)NC(=O)NC(=O)COC(=O)CNS(=O)(=O)/C=C/c1ccccc1	-6.8
Cc1ccc(-c2nc3c(c(=O)[nH]c(=O)n3CC(C)C)n2CC(C)C)cc1[N+](=O)[O-]	5.6
CCOC(=O)c1c(NC(=O)CN2CCCCC2)sc(CN(C)C)c1-c1ccccc1	14.7
Oc1ccc(/C=N/N(Cc2ccccc2)c2ccccc2)c(O)c1O	17.3
CC(NC(=O)c1ccc(F)cc1)C(=O)NC1=NCCS1 (centres undefined)	-0.6
O=C(CNC(=O)c1ccc(Br)o1)OCC(=O)c1cccc([N+](=O)[O-])c1	-38.1
COC(=O)c1nc(N)sc1-c1ccc(Cl)cc1	-4.7
CCN(CC)S(=O)(=O)c1ccc2c(c1)c(=O)c(C(=O)NCc1ccco1)cn2C	-43.4
COc1cccc(N/C(N)=N/c2nc(CSc3ccccn3)cc(=O)[nH]2)c1	-38.2
Nc1nnc(-c2ccccc2F)s1	18.9
COc1ccc(OCc2n[nH]c(=S)n2Cc2ccco2)cc1	-35.1
O=c1cnnc(Nc2ccc(F)cc2)[nH]1	43.7
Cc1cc(C)n(-c2ccc(C(=O)N3CC(C)OC(C)C3)cc2)n1 (centres undefined)	-13.9
Cc1[nH]nc2c1C(c1ccsc1)C1=C(CC(C)(C)CC1=O)N2 (centres undefined)	-14.1
CC(=O)N1N=C(c2ccccc2)OC1c1ccc([N+](=O)[O-])s1 (centres undefined)	-1.4
CC(=O)Cn1c(CN2CCCC2)nc2ccccc2c1=O	-35.9
COc1ccc(NC(=O)/C(Cl)=C(/Cl)S(=O)Cc2ccc(Cl)cc2)cn1 (centres undefined)	99.9*
COCCn1c(SCC(=O)Nc2nnc(C)s2)nnc1-c1ccoc1C	2.4
CCOc1ccc(C(CC(=O)O)NC(=O)COc2ccccc2)cc1OC (centres undefined)	12.5
COc1ccc(-n2c(=O)c3c4c(sc3n(Cc3cccc(F)c3)c2=O)CN(C(C)=O)CC4)c(OC)c1	-7.0
O=C(COC(=O)Cn1cnc2ccccc21)Nc1cc2c(cc1Cl)C(=O)c1ccccc1C2=O	5.2
Cc1sc2nc(CN3CCCCC3)nc(Nc3ccc4c(c3)OCCO4)c2c1C	12.7
CC(CN1CCCCC1)C(=O)NNC(=O)C12CC3CC(CC(C3)C1)C2 (centres undefined)	-43.7
S=C(Nc1ccc2nsnc2c1)N1CCCCCC1	-14.6
Cc1ccccc1Cn1c(C)cc(C)c(C#N)c1=O	-93.3

An excerpt from above in order of molecular weight, ascending.
SMILES	E-sel TNF inh
S=C(Nc1ccc2nsnc2c1)N1CCCCCC1	-14.6
Cc1cc(C)n(-c2ccc(C(=O)N3CC(C)OC(C)C3)cc2)n1 (centres undefined)	-13.9
CCCCc1ccc(-n2c(Cc3cccs3)n[nH]c2=S)cc1	-37.4
CCOc1ccc(C(CC(=O)O)NC(=O)COc2ccccc2)cc1OC (centres undefined)	12.5
CCN(CC)S(=O)(=O)c1ccc2c(c1)c(=O)c(C(=O)NCc1ccco1)cn2C	-43.4
COc1ccc2nc(NCCNC(=S)NCCCN3CCOCC3)c(C#N)cc2c1	10.9
O=C1C2C3C=CC(C2C(=O)N1c1cccc(O)c1)C1C2C(=O)N(c4cccc(O)c4)C(=O)C2C31 (centres undefined)	-1.1

Next part:
SMILES	E-sel TNF inh
Nc1sc2c([n+]1CCCS(=O)(=O)[O-])CCCC2	-30.5
Cc1ccc(CNS(=O)(=O)NCc2ccccc2F)cc1	-3.7
COC(=O)C(CC(=O)c1cccc(OC)c1)c1ccc(F)cc1 (centres undefined)	-3.2
CCOC(=O)C1(CCOc2ccccc2)CCN(Cc2ccc(CO)o2)CC1	10.7
COc1ccc(-c2ccnc3nc(/N=C/N(C)C)nn23)cc1	-1.7
CCOC(=O)CNC(=O)CSc1nc2c(C)cccc2cc1CC	-29.0
Cc1cc(Cl)ccc1NC(=O)CCC(=O)N/N=C/c1cc([N+](=O)[O-])ccc1O	14.9
CC(=O)c1cccc(NC(=O)C2CCN(C(=O)c3ccc([N+](=O)[O-])cc3)CC2)c1	-62.5
Cc1ccccc1OCc1n(CC(=O)OC2CC(C)CCC2C(C)C)c2ccccc2[n+]1C (centres undefined)	-0.8&-11.7
NCC(O)CN(c1ccccc1)c1ccccc1 (centres undefined)	-9.4
CCOc1ccc(CN(C)CCc2ccccn2)cc1	16.9
O=C(Nc1cccc(S(=O)(=O)NC2=NCCC2)c1)C1CCC1	2.9
CC1=C(C)CC2(SC1)C(=O)N(c1ccccc1)N=C2N (centres undefined)	19.9
c1ccc(CSc2nnc3ccc(-c4ccco4)nn23)nc1	22.0
Cc1ccc2c(Cl)cc(Cl)c(OCC(=O)N(C(C)C)C(C)C)c2n1	-3.1
Cc1cccc(C)c1NC(=O)CSc1nnc(-c2cccnc2)o1	-1.3
O=C(CN1C(=O)CCC1=O)Nc1ccc(Cc2ccc(NC(=O)CN3C(=O)CCC3=O)cc2)cc1	-4.0
Cc1nc2ccccc2c(=O)n1NC(=O)c1cncc(Br)c1	-15.6
O=C(Cc1ccc2c(c1)OCCO2)N1CCN(S(=O)(=O)c2cccs2)CC1	4.3
CC1CCN(C(=O)COc2cccc3c2CCN(Cc2ccccc2)C3=O)CC1	10.9
CC(=O)C1=C(C)NC(=O)NC1c1ccc(Cl)cc1 (centres undefined)	-31.5
CCOc1cc(N2CCOCC2)c(OCC)cc1NC(=O)c1ccc(C)cc1	2.1
Cc1ccc2nc3c(cc(C(=O)NC4CCCC4)c(=N)n3CCCn3ccnc3)c(=O)n2c1	-31.1
COc1ccc(C2(C(=O)Nc3ccc(OC)cc3OC)CCCC2)cc1	-3.0
CCOC(=O)CC(=O)NC1(Cc2ccc(O)cc2)CCCCC1	7.3
CCOC(=O)c1cnc2nc(N3CCOCC3)nn2c1N	19.6
Cc1ccc(-c2n[nH]c(=S)c3ccccc23)cc1	2.1
O=C(COC(=O)c1cc([N+](=O)[O-])ccc1NCCO)NCc1cccs1	-27.6
CC(C)=CCN1CCN(Cc2cccn2-c2ccccn2)CC1CCO (centres undefined)	-8.0
COc1cc(OC)cc(-c2nc(=S)n3ccsc3n2)c1	-13.8
O=C(COC(=O)c1ccc(CO)cc1)Nc1ccc(OC(F)F)cc1	-14.9
O=C(/C=C/c1ccc([N+](=O)[O-])cc1)N(c1ccccn1)C1CCCCC1	-16.2
Cc1ccc(N2CC(C(=O)Nc3ccc(C)c(S(=O)(=O)N(C)C)c3)CC2=O)cc1 (centres undefined)	16.5
Cn1c(=O)c([N+](=O)[O-])c(-n2ccnc2)c2ccccc21	24.0
O=C(NC(Cc1ccccc1)C(=O)O)/C(=C\c1ccco1)NC(=O)c1ccco1 (centres undefined)	-18.9
N#C/C(=C\c1ccco1)C(=O)Nn1cnnc1	7.9
COc1ccc(NC(=O)c2cc(S(=O)(=O)N3CCOCC3)cs2)cc1	-24.3
CCc1cccc(OCC(=O)Nc2c[nH]c(=O)[nH]c2=O)c1	6.2
CN(C)C(=O)c1nc2ccc(Cl)cn2c1CN1CCCC(OCc2cccnc2)C1 (centres undefined)	0.0
CCCc1cc(=O)n2[nH]c(C(F)(F)F)nc2n1	0.3

Ordered by the number under E-sel TNF inh (smallest number first): some entries from above.
SMILES	E-sel TNF inh
Cc1ccc2nc3c(cc(C(=O)NC4CCCC4)c(=N)n3CCCn3ccnc3)c(=O)n2c1	-31.1
O=C(COC(=O)c1cc([N+](=O)[O-])ccc1NCCO)NCc1cccs1	-27.6
COc1cc(OC)cc(-c2nc(=S)n3ccsc3n2)c1	-13.8
CN(C)C(=O)c1nc2ccc(Cl)cn2c1CN1CCCC(OCc2cccnc2)C1 (centres undefined)	0.0
CCCc1cc(=O)n2[nH]c(C(F)(F)F)nc2n1	0.3

(next part)
SMILES	E-sel TNF inh
COc1ccccc1NC(=O)CCC(=O)OCc1cccc([N+](=O)[O-])c1	18.5
CCC(=O)NCCNc1nc2cc(C)cc(C)c2cc1C#N	-12.7
Cc1ccsc1C(=O)C1CCCN(Cc2cn(C)nc2-c2ccccc2)C1 (centres undefined)	-3.0
Cc1ccc(C(=O)NCCc2nnc3ccc(SCC(=O)Nc4cc(C)on4)nn23)cc1	-25.5
Cn1c(CCC(=O)OCC(=O)NCc2ccc3c(c2)OCO3)nc(=O)c2ccccc21	11.7
O=C(COc1ncnc2ccccc12)Nc1ccccc1[N+](=O)[O-]	-34.5
CC(C)Cn1c(SCC(=O)Nc2ncccn2)nc2ccccc21	-26.2
C/C(=N\NC(=S)NC1CCCCC1)c1c(F)cccc1F	3.4
CC/C(=N\Nc1ccc([N+](=O)[O-])cc1)c1ccccc1	-53.1
CCOC(=O)N/N=C\c1ccc([N+](=O)[O-])s1	-22.1
CCN(CC)CCNC(=O)c1[nH]c2ccc(OCc3ccccc3)cc2c1C	-35.6
COc1ccc(NC(=O)[C@H](C)NC(N)=O)cc1S(=O)(=O)Nc1cc(C)ccc1Br	-14.7
O=C(c1ccc(Cn2c(=S)[nH]c3cc4c(cc3c2=O)OCO4)cc1)N1CCN(c2ncccn2)CC1	9.5
COc1ccc(C(=O)Nc2ccccc2NC(=O)c2ccco2)c(OC)c1	-2.3
O=C1COCCOCCOCC(=O)NCCN1	-4.0
COc1ccc(-c2nn(-c3ccccc3F)cc2CNCCn2nc(C)cc2C)cc1	-18.2
Cc1ccc2nc(-c3ccc(S(=O)(=O)N4CCCCC4)cc3)cn2c1	15.0
COc1ccccc1NC(=O)Nc1ccc2c(c1)nc(C)n2C	-12.4
N#CC1=C(N)N(c2ncn[nH]2)C2=C(C(=O)CCC2)C1c1ccccc1 (centres undefined)	-24.0
Cc1cc(NC(=O)CN(C)CCOc2ccccc2)ccc1Br	-41.3
O=C(NC1CCCCC1)C1CC(=O)N(c2cccc([N+](=O)[O-])c2)C1 (centres undefined)	9.3
O=C(Nc1cccc(C(=O)O)c1)/C(=C\c1ccc2c(c1)OCO2)NC(=O)c1ccc(Br)o1	-16.6
O=C(CSc1nnc(-c2ccc([N+](=O)[O-])cc2)o1)Nc1ccccn1	-16.6
COc1ccc(N=Cc2c(O)cc(C)oc2=O)cc1	3.1
O=C(CSc1ccc(-c2cccnc2)nn1)N1CCCC1	-5.4
COc1ccc(CCNC(=O)CSc2c[nH]c3ccccc23)cc1OC	-18.0
CN(C)C(CNC(=O)c1ccc(NC(=O)CC#N)cc1)c1ccccc1 (centres undefined)	34.7
Cc1cc(C(=O)N/N=C/c2cc(Br)ccc2OC(=O)c2ccccc2Cl)n[nH]1	-49.2
C/C(=N/NC(=O)c1ccncc1)c1c[nH]c2ccccc12	-38.6
COc1ccc(-n2cc(-c3ccccc3)c3c(NN4CCOCC4)ncnc32)cc1	20.8
O=C1c2ccc(Br)cc2C(=O)N1c1ccc(Cc2ccncc2)cc1	15.4
Cn1c(N)c(C(=O)COC(=O)C2CCCN2C(=O)c2cccs2)c(=O)n(C)c1=O (centres undefined)	-21.3
C=C(C)CNC(=O)CCc1nnc(C2(c3ccc(Cl)cc3)CCC2)o1	-15.0
C/C(CC(=O)N(C(C)C)C(C)C)=N\NC(=O)COc1ccc(Cl)cc1Cl	13.7
CCCN(CC(=O)Nc1ccc(C(C)=O)cc1)CC(=O)Nc1ccccc1C	16.7
